Bioassay records (PubChem BioAssay)
5-HT1A blocker: human 5-HT1a receptor antagonists, primary screen, cell-based, CHO, Ga15 NFAT-bla reporter; actives 0.68% (n = 62,000); inhibition, % at 10 µM; 5-hydroxytryptamine receptor 1A (Homo sapiens), P08908; CHO 5-HT1a Ga15 NFAT-bla reporter, antagonist mode;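 active means inhibition above the mean of all tested compounds plus 3 SD, cut at about 43% in these data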;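 further: receptor stimulated by 5-CT agonist at 100 nM near EC80; beta-lactamase reporter measured by ratiometric fluorescence of a cleavable substrate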
Target sequence (P08908 whole entry, looked up): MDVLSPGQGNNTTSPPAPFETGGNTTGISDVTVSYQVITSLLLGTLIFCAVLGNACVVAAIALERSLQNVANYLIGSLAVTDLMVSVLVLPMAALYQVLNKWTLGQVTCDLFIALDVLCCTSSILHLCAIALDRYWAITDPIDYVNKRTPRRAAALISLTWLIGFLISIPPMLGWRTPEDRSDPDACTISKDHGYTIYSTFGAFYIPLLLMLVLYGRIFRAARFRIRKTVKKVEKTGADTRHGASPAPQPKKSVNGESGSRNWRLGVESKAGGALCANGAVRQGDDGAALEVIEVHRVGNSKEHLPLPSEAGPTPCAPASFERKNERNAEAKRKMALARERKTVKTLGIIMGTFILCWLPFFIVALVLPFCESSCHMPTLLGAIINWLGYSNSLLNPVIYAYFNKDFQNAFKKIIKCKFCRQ
SF1 activator: activators of human SF-1, primary screen, cell-based, CHO-K1, Gal4-SF-1 LBD, luciferase luminescence; activation, % at 10 µM; CHO-K1 Gal4-SF-1 LBD luciferase reporter; % increase over DMSO SF-1-specific signal; Steroidogenic factor 1 (Homo sapiens), Q13285; actives 1.9% (n = 65,000);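 active means activation above the mean activation of all tested compounds plus 3 SD, cut at about 50% in these data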
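System: CHO-K1 cells with Gal4–hSF-1 LBD chimera plus Gal4-driven luciferase; quantity: 4,000 CHO-K1 cells per well; compound: one dose, 10 µM compound, 1% DMSO; times: 20 h compound treatment, 37 °C; measured by: SteadyLite luciferase luminescence; read-out: percent activation versus DMSO; benchmarks: DMSO and mock-transfected background; replicates: one test per compound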
TNAP act DEA: human TNAP enzyme activators, primary screen, biochemical, luminescent, intermediate phosphate acceptor level; Alkaline phosphatase, tissue-nonspecific isozyme (Homo sapiens), P05186; purified TNAP, CDP-star luminescence, 100 mM DEA, 30 min; hits give high values; scale: 0 levamisole-inhibited, 1 vehicle-only enzyme; activation factor at 20 µM; 64,000 tested, under 10 active;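 active means activation factor of at least 2 at 20 µM, relative to controls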
Fluor 339 460: intrinsic fluorescence of library compounds, ex339/em460 – biochemical, MLSMR library, data from DPM-DC assay, artefact control, profiling panel; compound autofluorescence, ex339/em460 nm, NADH buffer; hits give high values; 1 = no-compound wells, NADH background; actives 5.5% (n = 65,000); fluorescence fold increase at 10 µM; AID 709, 2007;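 active means at 10 µM, mean starting fluorescence two-fold or more over control wells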;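 further: signal is the first read of a kinetic run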
MMP-13 inhibitor: human MMP13 inhibitors, primary screen, biochemical, FRET peptide cleavage. actives 0.07% (n = 65,000). Collagenase 3 (Homo sapiens), P45452. MMP-13 fTHP FRET cleavage, Mca fluorescence. AID 570, 2006. inhibition, % at 4 µM;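 active means inhibition above the mean of compound-free control plate wells plus 3 SD, cut at about 14% in these data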;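 further: 0% = DMSO wells and 100% = wells with reference MMP-13 inhibitor after basal subtraction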
RORA act: activators of orphan receptor RORA, primary screen, cell-based, luminescence. activation, % at 10 µM. AID 560, 2006. CHO-K1 Gal4-RORA LBD luciferase reporter; percent increase over mock-subtracted basal signal. actives 1.5% (n = 65,000);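 active means activation above the mean of all tested compounds plus 3 SD, cut at about 49% in these data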;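 further: 0% = DMSO-treated RORA cells and 100% = added signal equal to DMSO minus mock-transfected cells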
Target sequence (P35398 whole entry, looked up, the tested form may be a part): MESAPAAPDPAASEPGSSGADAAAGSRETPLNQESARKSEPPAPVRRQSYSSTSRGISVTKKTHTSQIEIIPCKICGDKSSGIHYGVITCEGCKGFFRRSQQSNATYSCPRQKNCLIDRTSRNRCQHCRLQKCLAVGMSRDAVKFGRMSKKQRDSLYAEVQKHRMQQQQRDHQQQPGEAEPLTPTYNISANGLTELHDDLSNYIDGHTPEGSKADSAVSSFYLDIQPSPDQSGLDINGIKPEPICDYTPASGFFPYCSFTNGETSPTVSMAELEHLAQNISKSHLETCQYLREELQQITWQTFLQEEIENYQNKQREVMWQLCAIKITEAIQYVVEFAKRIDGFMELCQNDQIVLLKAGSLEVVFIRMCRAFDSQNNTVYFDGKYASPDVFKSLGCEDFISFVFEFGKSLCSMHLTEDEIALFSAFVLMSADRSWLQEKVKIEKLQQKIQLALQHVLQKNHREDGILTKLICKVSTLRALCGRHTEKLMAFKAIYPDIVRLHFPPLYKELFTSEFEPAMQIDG
NADH enzymes: inhibitors of PK/LDH coupling enzymes, profiling panel, artefact control, biochemical, MLSMR library; coupled PK/LDH NADH assays, four targets; IC50, µM (series often up to 10 µM), for the others: at the top dose inhibition; actives 0.02% (n = 65,000); AID 774, 2007;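 active means single-dose screening hits from any of four coupled enzyme assays that gave an IC50 when retested across doses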;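 further: the DPM-DC format reads NADH fluorescence rather than 340 nm absorbance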
A340 absorber: compound light absorbance at 340 nm, profiling panel, artefact control, biochemical, MLSMR library, data from PS, PMK, MK assays. compound absorbance at 340 nm, fold over control. fold change at 10 µM. 65,000 tested, under 10 active. AID 708, 2007;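 active means at 10 µM dose, initial 340 nm absorbance at least 2 fold that of control wells; inactive means change under 2 fold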;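 further: initial absorbance extrapolated from kinetic A340 decline of NADH oxidation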
HTR1A agonist: human 5-HT1a receptor agonists, primary screen, cell-based, CHO, Ga15 NFAT-bla reporter; 5-hydroxytryptamine receptor 1A (Homo sapiens), P08908; CHO 5-HT1a Ga15 NFAT-bla reporter, FRET ratio; 0% basal, 100% maximal reference agonist; activation, % at 10 µM; actives 0.56% (n = 65,000); AID 567, 2006;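 active means activation above the screen-wide mean activation plus 3 SD, cut at about 19% in these data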;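 further: 0% = DMSO wells and 100% = 5-CT at EC100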
Starred values were filed as active, the others as inactive; · = not tested or not shown; [ ] = remark or other dose.

Start of the data: the first 4 records, ahead of the listing:
Results follow in this order: 5-HT1A blocker	Fluor 339 460	SF1 activator	MMP-13 inhibitor	HTR1A agonist	A340 absorber	NADH enzymes	TNAP act DEA	RORA act
COc1ccc(C(C#N)(CCC#N)CCC#N)cc1OC
    -9	1.1	-18	7	-3.0	1	6%	0.9	5
CCOc1ccc(NC(=O)CN2C(=O)COc3ccc(Cl)cc32)cc1
    13	1.1	6	-2	-0.5	1	1%	0.9	-2
CC(C)CCNC(=O)NC(=O)COc1ccccc1C#N
    -11	1	8	2	-1.4	1	5%	0.9	-1
CC(C)c1c(C#N)c(N)nc(SCC(=O)c2cc3ccccc3oc2=O)c1C#N
    -13	1.1	-6	-2	0.9	1.1	6%	0.9	3

The whole of this part (from the top)
Results follow in this order: 5-HT1A blocker	Fluor 339 460	SF1 activator	MMP-13 inhibitor	HTR1A agonist	A340 absorber	NADH enzymes	TNAP act DEA	RORA act
COc1ccc(C(C#N)(CCC#N)CCC#N)cc1OC
    -9	1.1	-18	7	-3.0	1	6%	0.9	5
CCOc1ccc(NC(=O)CN2C(=O)COc3ccc(Cl)cc32)cc1
    13	1.1	6	-2	-0.5	1	1%	0.9	-2
CC(C)CCNC(=O)NC(=O)COc1ccccc1C#N
    -11	1	8	2	-1.4	1	5%	0.9	-1
CC(C)c1c(C#N)c(N)nc(SCC(=O)c2cc3ccccc3oc2=O)c1C#N
    -13	1.1	-6	-2	0.9	1.1	6%	0.9	3
COc1cc2nc(-c3ccccc3)nc(N3CCCC3)c2cc1OC
    ·	1.3	-1	-8	-0.7	1	6%	0.8	-12
CCOCC(=O)Nc1ccc2c(c1)OCCO2
    -4	1.1	30	4	-2.6	1.1	1%	1	35
Fc1cccc(-c2cc3nc4c(c(N5CCC6(CC5)OCCO6)n3n2)CCCC4)c1
    -3	1.6	12	-6	-0.9	1.1	4%	0.9	28
Cc1cc2cc(OCC(=O)O)ccc2n1C
    4	1.1	-16	8	-1.1	1	4%	1	-4
COc1ccc(C)cc1NC(=O)CCN1CCCC1
    18	1	2	3	0.1	1	3%	0.9	-9
COCc1cc(C)nc(NC2CCCCC2)c1C#N
    9	3.7*	-4	-95[fluorescence artefact?]	1.4	1.1	4%[fluoresces]	0.8	-23
COc1cccc(/C=C2/CN(C)CC3=C2OC(N)=C(C#N)C3c2cccc(OC)c2)c1 (configuration not stated)
    ·	1.1	-8	2	2.7	1	3%	0.9	-3
CCCCN1C2=NCCCN2c2cc(C)c(C)cc21
    24	1.1	4	1	0.2	0.99	5%	1	-7
CCC(C)(CC(=O)N(C)CCC#N)c1ccccc1 (configuration not stated)
    2	·	11	2	-1.4	·	·	0.9	5
Cc1cccc(C)c1NC(=O)Cn1c(=O)n(CCCC(=O)NCc2ccco2)c(=O)c2sccc21
    13	1	-3	-2	1.4	1	6%	0.9	27
CCOC(=O)Cn1c(C(=O)OCC)cc2sccc21
    6	1.1	-1	0	-1.5	1	2%	1	-2
CC(=O)N1CCN=C1SCc1ccc(Cl)cc1
    14	0.93	4	2	-1.5	1	4%	1	0
CCOC(=O)c1cnc(SCC(=O)Nc2ccc3c(c2)OCCO3)nc1N
    -3	1.1	-6	-1	-0.3	1	2%	0.9	8
CCN(CC)CCCC(C)NC1=NCCCCC1 (configuration not stated)
    -5	1.1	-2	-7	-3.0	1	6%	0.9	-9
CCOc1ccc(NC(=O)C2CC(=O)N(C)C(=Nc3ccc4c(c3)OCO4)S2)cc1 (configuration not stated)
    5	1	4	-3	4.9	0.98	2%	0.9	-8
Cc1cc(C)c2[nH]c(=O)c(C(c3nnnn3C(C)(C)C)N3CCN(C(=O)c4ccco4)CC3)cc2c1 (configuration not stated)
    1	2.4*	11	-9	0.9	1.1	15%	0.9	8
COc1ccc(C(c2nnnn2Cc2ccccc2)N2CCN(C(=O)c3ccco3)CC2)cc1OC (configuration not stated)
    4	1.1	-8	-3	-1.9	0.99	7%	0.9	-16
CCOC(=O)Oc1ccc2c(c1)C(C)=CC(C)(C)N2C(=O)OCC
    ·	1.1	9	-2	2.5	1.1	4%	0.9	6
CSCCC(NS(=O)(=O)c1ccc2c(c1)oc(=O)n2C)C(=O)NC1CCC(C)CC1 (configuration not stated)
    16	1	5	7	-3.3	1	4%	1	11
COCCCn1c(=N)c(C(N)=S)cc2c(=O)n3cccc(C)c3nc21
    -17	1.9	1	-211[fluorescence artefact?]	4.3	0.99	9%	0.9	-10
O=C1CN(C(=O)c2ccc(Br)o2)C(c2ccccc2)c2cc(F)ccc2N1 (configuration not stated)
    8	0.92	-18	0	0.3	1.1	5%	0.9	-6
Cc1nn(Cc2ccc(C(=O)NC3CCCCC3)o2)c(C)c1Br
    -1	1	9	1	-0.7	1	10%	0.8	-12
[O-][N+]12CCN(CC1)c1ccccc12
    -2	1.1	-16	-4	-4.9	0.99	4%	0.9	9
CC(=O)Nc1c(C#N)c(C(C)(C)C)cn1C
    1	1.1	1	2	2.0	1	5%	1	5
O=C(O)CCc1ccc(-c2ccccc2)n1CC(=O)O
    2	1.1	2	-38	-0.4	1	3%	0.8	-2
CC1CCCCN1CCNC(=O)C1CCN(S(=O)(=O)c2cccc3cccnc23)CC1 (configuration not stated)
    8	1.1	5	4	-0.9	1	2%	0.9	6
Clc1cccc(Cl)c1Cn1cnc2c(N3CCCCCC3)ncnc21
    4	1.1	4	5	3.9	1.1	9%	0.9	15
Cc1ccc(NC(=O)NC2CCN(CC(=O)Nc3nccs3)CC2)cc1
    3	1	0	4	-2.8	1	5%	0.9	-5
CCn1c(SCC(=O)Nc2cccc(C)n2)nnc1-c1ccco1
    8	0.71	5	0	-0.5	0.98	18%	1	-4
COc1cccc(Cn2c(NCc3ccco3)nc3c2c(=O)n(C)c(=O)n3C)c1
    ·	1.1	-63	-2	-0.5	1	3%	0.9	-62
Cc1nnc(-c2ccccc2)c[n+]1[O-]
    -10	1.1	-9	2	0.6	1	5%	1	0
O=c1c2c3c(sc2n(CCN2CCCC2)c(=O)n1Cc1ccco1)CCCCC3
    8	1.1	8	-2	0.4	1	3%	1	-9
Cc1cc(=O)[nH]c(SCC(=O)Nc2ccc(S(=O)(=O)N3CCCCC3)cc2)n1
    0	1.1	-4	9	-0.1	1	6%	1	0
COc1ccc(S(=O)(=O)Nc2ccc(C(F)(F)F)cc2)cc1OC
    4	1.1	-21	2	2.7	1	6%	0.9	12
COc1ccc(NC(=O)C2CCCCN2S(=O)(=O)c2ccc(F)cc2)c(OC)c1 (configuration not stated)
    4	1.1	-9	-4	-0.5	1	1%	0.9	2
O=C1C2CCCN2C(c2ccc(Br)cc2)N1c1ccc(F)cc1 (configuration not stated)
    19	1.1	14	1	-2.6	1	7%	0.9	3
O=C(Cc1c[nH]c2ccccc12)NCc1ccc2c(c1)OCO2
    30	1	6	-4	-0.7	1	2%	1	5
O=C(Nc1ccc(F)cc1)c1oc2ccccc2c1NC(=O)C1CCCC1
    -9	1.2	-19	-1	-1.4	1.1	3%	0.9	-26
COc1ccc(-c2cc3nc4c(c(N5CCC6(CC5)OCCO6)n3n2)CCCC4)cc1
    12	2*	7	-2	-4.5	1	5%	1	3
N#Cc1c(-c2cccs2)cc(-c2cccnc2)nc1N
    6	3.8*	-3	-243[fluorescence artefact?]	3.3	1.1	2%[fluoresces]	0.9	-24
C=CCn1c2ccccc2c2nnc(SC(CC)C(=O)Nc3nc(C)c(C(=O)OCC)s3)nc21 (configuration not stated)
    8	1.2	1	3	-0.5	1	6%	0.9	-8
CCCCNC(=O)CC1N=C2c3ccccc3N=C(SCC(=O)Nc3cccc(C)c3)N2C1=O (configuration not stated)
    -3	1.2	8	0	-0.2	1.1	8%	0.9	16
Cc1ccc2c(c1)c(C)cc(=O)n2CCC(=O)O
    -1	1.2	13	-3	-2.4	1.1	9%	0.9	-9
CCOC(=O)c1ccc(NC(=O)CSc2nnc(Cc3cccs3)n2C)cc1
    7	1.1	5	3	0.8	1	4%	0.9	7
CN1C(=O)c2ccccc2C(C(=O)NCCCN2CCCC2=O)C1c1c[nH]c2ccccc12 (configuration not stated)
    -3	1.1	2	2	-0.4	1	5%	1	5
CC(C)(C)NC(=O)C(c1ccco1)N(C(=O)c1csnn1)c1ccccc1 (configuration not stated)
    -9	1	3	-8	-0.7	0.99	6%	0.9	1
O=C1CCCCCC1C1(O)C(=O)Nc2ccccc21 (configuration not stated)
    7	1.1	-5	6	-0.4	1	3%	0.9	4
CCOC(=O)c1ccc(NC(=O)CC2C(=O)N(c3cccc(OC)c3)C(=O)N2CCOC)cc1 (configuration not stated)
    0	1.1	5	0	-1.8	1	4%	1	-8
O=C(Oc1ccc2c3c(c(=O)oc2c1)CCCC3)c1ccco1
    10	2.2*	14	-146	0.8	1	4%[fluoresces]	1	6

Rows were taken by chance; 8.9% or so of the library scored in one or more.
